Screens: PubChem, several laboratories
MEKK2wt PB1 HTS – raises or lowers MEK5 binding to wildtype human MEKK2 PB1 domain; bead flow cytometry, Alexa488-MEK5 binding to MEKK2 WT; actives lie on both sides; binding response (% of control), % at 10 µM; AID 1531; Q9Y2U5; hit rate 1.1% among 290,000; in the data active means binding response below about 67% or above about 130%
MEKK3 PB1 HTS – modulators (inhibitors or enhancers) of MEK5 binding to human MEKK3 PB1 domain | hit rate 1.4% among 290,000 | bead-based flow cytometry, Alexa488-MEK5 binding to MEKK3; actives lie on both sides; 0 = blocked by unlabeled MEK5, 100 = vehicle | AID 1529 | Q99759 | binding response (% of control), % at 10 µM;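 active means binding response more than 3 SD above or below the average of its plate-row segment, actives on both sides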;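 further: Alexa488 bead fluorescence after subtracting the streptavidin-only scavenger bead signal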
p-CIP stab down – p/CIP protein destabilization | Q05BA5 | F442A p/CIP-EGFP cells, EGFP fluorescence, 16 h | decrease of EGFP signal, % at 10 µM | hit rate 0.01% among 290,000 | AID 1984;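 active means EGFP signal decrease of at least 30% at 10 µM or well 3 SD below plate mean, unless failing retest; inactive means the rest, including hits failing retest or dose response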; further: some compounds called inactive have numbers as strong as hits; many of its hits are not listed in these tables
IDE inh – inhibits human insulin-degrading enzyme in HEK cells. P14735. FAbetaB cleavage, fluorescence polarization. AID 434962. hit rate 0.41% among 320,000. inhibition, % at 5.59 µM;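 active means percent inhibition above the average of all tested compounds plus 3 SD, set per screening campaign, cut at about 16% in these data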;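 further: IDE supplied by intact live HEK cells; FP after avidin binding of uncleaved biotin substrate so inhibition keeps polarization high; 0% = DMSO wells and 100% = 60 µM reference IDE inhibitor Ii1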
Target sequence (P14735 whole entry, looked up): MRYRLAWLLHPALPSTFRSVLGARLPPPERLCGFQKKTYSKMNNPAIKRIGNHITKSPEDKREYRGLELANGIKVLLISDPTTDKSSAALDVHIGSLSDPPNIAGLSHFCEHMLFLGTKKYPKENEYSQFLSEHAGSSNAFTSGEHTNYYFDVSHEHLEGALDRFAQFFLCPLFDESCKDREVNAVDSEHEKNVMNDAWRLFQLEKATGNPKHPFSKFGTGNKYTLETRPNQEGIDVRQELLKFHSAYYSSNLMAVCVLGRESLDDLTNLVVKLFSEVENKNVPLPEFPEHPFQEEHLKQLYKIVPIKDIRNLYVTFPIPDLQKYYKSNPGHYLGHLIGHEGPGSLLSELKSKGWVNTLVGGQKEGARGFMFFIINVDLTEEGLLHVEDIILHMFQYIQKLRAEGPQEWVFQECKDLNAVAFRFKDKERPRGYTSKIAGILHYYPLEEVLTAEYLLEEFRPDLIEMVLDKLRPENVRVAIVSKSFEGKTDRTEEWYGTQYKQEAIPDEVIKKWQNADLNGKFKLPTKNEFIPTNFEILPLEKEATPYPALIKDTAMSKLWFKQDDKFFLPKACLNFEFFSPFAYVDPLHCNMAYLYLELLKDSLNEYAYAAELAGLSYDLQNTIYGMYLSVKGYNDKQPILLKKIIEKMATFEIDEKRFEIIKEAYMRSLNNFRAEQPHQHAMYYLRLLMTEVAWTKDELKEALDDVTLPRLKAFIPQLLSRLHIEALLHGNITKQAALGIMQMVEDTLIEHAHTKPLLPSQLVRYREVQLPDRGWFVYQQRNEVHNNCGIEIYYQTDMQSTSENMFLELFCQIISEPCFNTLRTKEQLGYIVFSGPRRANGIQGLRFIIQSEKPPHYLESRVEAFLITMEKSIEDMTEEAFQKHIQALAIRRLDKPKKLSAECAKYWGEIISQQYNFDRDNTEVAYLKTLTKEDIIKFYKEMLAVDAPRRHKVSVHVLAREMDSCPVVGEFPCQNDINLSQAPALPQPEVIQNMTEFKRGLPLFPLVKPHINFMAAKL
IDE act – boosts human insulin-degrading enzyme activity in HEK cells. hit rate 0.073% among 340,000. activation, % at 5.96 µM. AID 493087. FAbeta-B cleavage, fluorescence polarization; 0% vehicle, 100% cell-free pure enzyme wells. P14735;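 active means activation above the mean of all tested compounds plus 3 SD, set per screening campaign, cut at about 17% in these data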
M18AAP inhibitor – PfM18AAP enzyme inhibition; recombinant PfM18AAP, H-Glu-NHMec fluorogenic cleavage; inhibition, % at 7.35 µM; hit rate 1.2% among 290,000; AID 1822;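 active means inhibition above the campaign mean inhibition over all tested compounds plus 3 SD, cut at about 28% in these data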;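 further: 0% = plate median of test compound wells and 100% = 2 mM ZnCl2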
UBC9 SUMO inh – blocks human SUMOylation mediated by UBC9; HTRF SUMOylation assay, SAE1/SAE2 + UBC9, in vitro; inhibition, % at 35 µM; hit rate 0.36% among 290,000; AID 2006; in the data active means inhibition above about 50%, passing the limit was not always enough; further: strong numbers were not always called active
NALP1 inh – blocks the NALP1 inflammasome reconstituted in yeast; inhibition, % at 10 µM; hit rate 0.61% among 280,000; S. cerevisiae NALP1/ASC/caspase-1 growth, X-gal OD620, 72 h; in the data active means inhibition mostly above about 24%, no sharp cut-off; inactive means mostly below about 32%; further: some compounds called inactive have numbers as strong as hits
MEKK2mut PB1 HTS – signal of MEK5 binding to mutant human MEKK2 PB1 domain | bead flow cytometry, Alexa488-MEK5 binding to MEKK2 mutant | percent response, % at 10 µM | hit rate 0.35% among 290,000 | AID 1530; in the data active means percent response above about 24%, passing the limit was not always enough; further: inactives centre near 1; some results filed as inactive read as strong as hits; reference of the scale not given here
Starred values were filed as active, the others as inactive; [ ] = another dose, or the depositor's remark. Some of the compounds tested, so the mix of outcomes need not match the whole.

For O=C(NCCCN1CCOCC1)c1ccc2c(=O)n(Cc3ccccc3)c(=S)[nH]c2c1 the results were MEKK2wt PB1 HTS 105.0, MEKK3 PB1 HTS 100.0, p-CIP stab down 1.5, IDE inh 0.3, IDE act -3.0, M18AAP inhibitor 11.8, UBC9 SUMO inh 4.9, NALP1 inh 1.5 and MEKK2mut PB1 HTS 3.0.
For NC(=O)CC[C@@H]1NC(=O)[C@H](CO)NC(=O)c2cc([N+](=O)[O-])cc(I)c2NCCCC[C@@H](C(N)=O)NC(=O)[C@H](Cc2ccc(O)cc2)NC1=O the results were MEKK2wt PB1 HTS 100.0, MEKK3 PB1 HTS 104.0, p-CIP stab down -10.3, IDE inh -1.8, M18AAP inhibitor -0.1, UBC9 SUMO inh 4.6, NALP1 inh 27.9 and MEKK2mut PB1 HTS 2.0.
Cc1cc(NC(=O)c2cc(C(C)C)on2)nn1Cc1ccc(Cl)cc1 was read as MEKK2wt PB1 HTS 110.0, MEKK3 PB1 HTS 113.0, p-CIP stab down -19.1, IDE inh 1.8, IDE act -0.4, M18AAP inhibitor 7.0, UBC9 SUMO inh -3.1, NALP1 inh -9.0 and MEKK2mut PB1 HTS 3.0.
For CN(C)CCN(C(=O)CCS(=O)(=O)c1ccccc1)c1nc2cc3c(cc2s1)OCO3 the results were MEKK2wt PB1 HTS 110.0, MEKK3 PB1 HTS 105.0, p-CIP stab down -16.9, IDE inh 0.2, IDE act 3.2, M18AAP inhibitor 7.7, UBC9 SUMO inh 8.4, NALP1 inh 15.2 and MEKK2mut PB1 HTS 2.0.
Screening CCCCNC(=O)CSc1nc2ccc(C)cc2[nH]1 returned MEKK2wt PB1 HTS 89.0, MEKK3 PB1 HTS 89.0, p-CIP stab down -28.7, IDE inh 7.7, IDE act -0.3, M18AAP inhibitor -1.8, UBC9 SUMO inh 6.0, NALP1 inh 0.3 and MEKK2mut PB1 HTS -6.0.
Screening O=C(Nc1nc(-c2cccnc2)cs1)c1ccc([N+](=O)[O-])cc1 returned MEKK2wt PB1 HTS 98.0, MEKK3 PB1 HTS 98.0, p-CIP stab down 1.5, IDE inh -1.3, IDE act -2.7, M18AAP inhibitor 3.8, UBC9 SUMO inh 7.4, NALP1 inh 2.6 and MEKK2mut PB1 HTS 1.0.
Cc1c(C(=O)NCCN2C(=O)S/C(=C\c3cccnc3)C2=O)cccc1[N+](=O)[O-] was read as MEKK2wt PB1 HTS 102.0, MEKK3 PB1 HTS 101.0, p-CIP stab down -11.8, IDE inh -4.3, IDE act 1.4, M18AAP inhibitor 10.4, UBC9 SUMO inh 3.7, NALP1 inh -7.9 and MEKK2mut PB1 HTS 2.0.
`Cc1cccc(NC(=O)c2ccc(NCC3CCCO3)c([N+](=O)[O-])c2)c1` (stereo not given) gave MEKK2wt PB1 HTS 104.0, MEKK3 PB1 HTS 105.0, p-CIP stab down 2.2, IDE inh 0.9, IDE act -3.6, M18AAP inhibitor -0.6, UBC9 SUMO inh 7.6, NALP1 inh 31.0 and MEKK2mut PB1 HTS 1.0.
Screening O=C(NC(=S)NCCc1ccccc1)c1ccccc1 returned MEKK2wt PB1 HTS 99.0, MEKK3 PB1 HTS 98.0, p-CIP stab down 6.1, IDE inh 0.5, IDE act 0.8, M18AAP inhibitor -1.6, UBC9 SUMO inh 18.2, NALP1 inh -12.7 and MEKK2mut PB1 HTS 2.0.
Screening O=C(N/N=C/c1ccncc1)C12CC3CC(CC(C3)C1)C2 returned MEKK2wt PB1 HTS 103.0, MEKK3 PB1 HTS 114.0, p-CIP stab down -5.2, IDE inh 3.0, IDE act 4.7, M18AAP inhibitor -1.1, UBC9 SUMO inh 3.9, NALP1 inh -4.2 and MEKK2mut PB1 HTS 0.0.
CCCN(CCC)C(=O)c1cc2c(=O)[nH]c3ccc(C)cc3c2s1 was read as MEKK2wt PB1 HTS 102.0, MEKK3 PB1 HTS 103.0, p-CIP stab down 3.9, IDE inh -9.1, IDE act 0.7, M18AAP inhibitor -4.6, UBC9 SUMO inh 8.4, NALP1 inh 7.7 and MEKK2mut PB1 HTS -2.0.
`CC(C(=O)NCCC1=CCCCC1)N1C(=O)c2ccccc2C1=O` (stereo not given) gave MEKK2wt PB1 HTS 101.0, MEKK3 PB1 HTS 100.0, p-CIP stab down -16.2, IDE inh 2.1, IDE act 5.0, M18AAP inhibitor -3.3, UBC9 SUMO inh 9.0, NALP1 inh 22.2 and MEKK2mut PB1 HTS 3.0.
For CCOCCCNc1nc2ccccc2[nH]1 the results were MEKK2wt PB1 HTS 99.0, MEKK3 PB1 HTS 101.0, p-CIP stab down -4.3, IDE inh 2.8, IDE act -1.9, M18AAP inhibitor -1.7, UBC9 SUMO inh 13.1, NALP1 inh 10.4 and MEKK2mut PB1 HTS 3.0.
CN1CCN(C(=O)C2CCCN(S(=O)(=O)c3ccccc3)C2)CC1 (stereo not given) was read as MEKK2wt PB1 HTS 107.0, MEKK3 PB1 HTS 106.0, p-CIP stab down -9.9, IDE inh 4.1, IDE act 5.3, M18AAP inhibitor 5.8, NALP1 inh -6.6 and MEKK2mut PB1 HTS 7.0.
`Cc1ccc(CNC(=O)CCNC(=O)Cn2ccc3ccccc3c2=O)cc1` gave MEKK2wt PB1 HTS 106.0, MEKK3 PB1 HTS 102.0, p-CIP stab down -17.9, IDE inh -2.9, IDE act 4.0, M18AAP inhibitor 1.5, UBC9 SUMO inh -15.6, NALP1 inh 0.5 and MEKK2mut PB1 HTS 2.0.
For CC(NS(=O)(=O)c1ccc(Br)cc1)C(c1cccs1)N1CCN(C)CC1 (stereo not given) the results were MEKK2wt PB1 HTS 118.0, MEKK3 PB1 HTS 111.0, p-CIP stab down -13.3, IDE inh -3.1, IDE act 0.1, M18AAP inhibitor 2.8, UBC9 SUMO inh 4.2, NALP1 inh 31.3 and MEKK2mut PB1 HTS 10.0.
`C=CCNC(=O)COC(=O)CNC(=O)c1cc(Cl)cc([N+](=O)[O-])c1` gave MEKK2wt PB1 HTS 87.0, MEKK3 PB1 HTS 90.0, p-CIP stab down 32.0*, IDE inh -1.4, IDE act 5.6, M18AAP inhibitor -8.1, UBC9 SUMO inh -24.5, NALP1 inh -11.2 and MEKK2mut PB1 HTS -9.0.
COc1cccc(C2CC(c3cccc(NS(C)(=O)=O)c3)=NN2C(=O)c2ccccc2)c1OC (stereo not given) was read as MEKK2wt PB1 HTS 97.0, MEKK3 PB1 HTS 89.0, p-CIP stab down -8.5, IDE inh 3.2, IDE act -1.4, M18AAP inhibitor 7.2, UBC9 SUMO inh 1.3, NALP1 inh 22.8 and MEKK2mut PB1 HTS -1.0.
CC(C)NC(=O)c1cccc(Br)c1 was read as MEKK2wt PB1 HTS 103.0, MEKK3 PB1 HTS 105.0, p-CIP stab down 1.1, IDE inh -2.1, IDE act 0.6, M18AAP inhibitor 4.0, UBC9 SUMO inh -3.7, NALP1 inh -18.4 and MEKK2mut PB1 HTS 5.0.
For COc1ccccc1CCc1nnc(CCC(=O)N(C)Cc2cccc3ncccc23)o1 the results were MEKK2wt PB1 HTS 103.0, MEKK3 PB1 HTS 103.0, p-CIP stab down 0.0, IDE inh 2.0, IDE act 1.1, M18AAP inhibitor -4.8, UBC9 SUMO inh 5.9, NALP1 inh 0.4 and MEKK2mut PB1 HTS -9.0.

Overlap with the part before: two compounds, followed by the next part.
CC(C)NC(=O)c1cccc(Br)c1 was read as MEKK2wt PB1 HTS 103.0, MEKK3 PB1 HTS 105.0, p-CIP stab down 1.1, IDE inh -2.1, IDE act 0.6, M18AAP inhibitor 4.0, UBC9 SUMO inh -3.7, NALP1 inh -18.4 and MEKK2mut PB1 HTS 5.0.
For COc1ccccc1CCc1nnc(CCC(=O)N(C)Cc2cccc3ncccc23)o1 the results were MEKK2wt PB1 HTS 103.0, MEKK3 PB1 HTS 103.0, p-CIP stab down 0.0, IDE inh 2.0, IDE act 1.1, M18AAP inhibitor -4.8, UBC9 SUMO inh 5.9, NALP1 inh 0.4 and MEKK2mut PB1 HTS -9.0.
CCCCNC(=O)CSc1nnc(Cc2ccccc2)n1CC1CCCO1 (stereo not given) was read as MEKK2wt PB1 HTS 99.0, MEKK3 PB1 HTS 101.0, p-CIP stab down 3.1, IDE inh -2.0, IDE act -2.7, M18AAP inhibitor -10.9, UBC9 SUMO inh 4.7, NALP1 inh 6.9 and MEKK2mut PB1 HTS -1.0.
Screening O=C(CSc1ccc(Cl)cc1)Nc1ccc(N2CCN(C(=O)c3ccco3)CC2)cc1 returned MEKK2wt PB1 HTS 100.0, MEKK3 PB1 HTS 103.0, p-CIP stab down -3.1, IDE inh 5.8, IDE act 1.6, M18AAP inhibitor 2.6, UBC9 SUMO inh -0.6, NALP1 inh 17.9 and MEKK2mut PB1 HTS 2.0.
Screening COc1ccccc1C1CCN(c2ccc(CO)cc2[N+](=O)[O-])CC1 returned MEKK2wt PB1 HTS 85.0, MEKK3 PB1 HTS 85.0, p-CIP stab down -10.7, IDE inh -0.8, IDE act 8.3, M18AAP inhibitor -12.4, UBC9 SUMO inh 3.7, NALP1 inh 28.6 and MEKK2mut PB1 HTS -40.0.
`Cn1ccnc1SCC(=O)N1CCN(S(=O)(=O)c2ccccc2)CC1` gave MEKK2wt PB1 HTS 4.0*[inhibitor], MEKK3 PB1 HTS 4.0*[inhibitor], p-CIP stab down 3.7, IDE inh 8.3, IDE act -3.4, M18AAP inhibitor -8.6, UBC9 SUMO inh 6.0, NALP1 inh -7.2 and MEKK2mut PB1 HTS 2.0.
Screening S=C(NCc1cccc(Cl)c1)NCc1ccco1 returned MEKK2wt PB1 HTS 99.0, MEKK3 PB1 HTS 100.0, p-CIP stab down 0.3, IDE act -1.6, M18AAP inhibitor 13.5, UBC9 SUMO inh 18.8, NALP1 inh 9.5 and MEKK2mut PB1 HTS -4.0.
`COCC(=O)Nc1nc(-c2ccc([N+](=O)[O-])cc2)cs1` gave MEKK2wt PB1 HTS 94.0, MEKK3 PB1 HTS 97.0, p-CIP stab down 4.7, IDE inh 0.7, IDE act -2.1, M18AAP inhibitor 1.4, UBC9 SUMO inh 4.2, NALP1 inh 7.0 and MEKK2mut PB1 HTS -4.0.
`O=C1CSc2ccc(S(=O)(=O)NCc3ccc(F)cc3)cc2N1` gave MEKK2wt PB1 HTS 103.0, MEKK3 PB1 HTS 107.0, p-CIP stab down -3.3, IDE inh -1.1, IDE act 9.6, M18AAP inhibitor 1.8, UBC9 SUMO inh 6.4, NALP1 inh 17.1 and MEKK2mut PB1 HTS 4.0.
Screening Cc1ccc(NC(=O)Nc2ccccc2)c(Br)c1 returned MEKK2wt PB1 HTS 106.0, MEKK3 PB1 HTS 106.0, p-CIP stab down -2.5, IDE inh 8.9, IDE act 5.2, M18AAP inhibitor 1.2, UBC9 SUMO inh -6.1, NALP1 inh 26.7 and MEKK2mut PB1 HTS -1.0.
Screening Cc1ccc(N2CC(=O)N(NC(=O)c3sc4nc(C)cc(C)c4c3N)CC2=O)cc1 returned MEKK2wt PB1 HTS 109.0, MEKK3 PB1 HTS 106.0, p-CIP stab down -4.9, IDE inh -1.2, IDE act 4.3, M18AAP inhibitor 4.1, UBC9 SUMO inh 34.0 and MEKK2mut PB1 HTS 6.0.
`CCC(C)(C)n1nnnc1C(c1ccccc1)N1CCc2ccccc2C1` (stereo not given) gave MEKK2wt PB1 HTS 98.0, MEKK3 PB1 HTS 99.0, p-CIP stab down -17.5, IDE inh 1.1, IDE act 9.4, M18AAP inhibitor -3.0, UBC9 SUMO inh 10.6, NALP1 inh 12.3 and MEKK2mut PB1 HTS 2.0.
